Bioassay records deposited in PubChem by several laboratories.
TAAR1 antag – human TAAR1 antagonists, primary screen, Fluo-8 calcium fluorescence, CHO RD-HGA16 cells; Trace amine-associated receptor 1 (Homo sapiens), Q96RJ0; antagonist; inhibition, % at 3 µM; 360,000 compounds, 1.5% hits; AID 624466, 2012;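 active = inhibition above a per-plate cutoff, the mean inhibition of test compounds on that plate plus 3 SD, cut at about 49% in these data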;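 note: 0% = DMSO plus EC80 beta-PEA response and 100% = DMSO alone without agonist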
Target sequence (Q96RJ0 whole entry, looked up): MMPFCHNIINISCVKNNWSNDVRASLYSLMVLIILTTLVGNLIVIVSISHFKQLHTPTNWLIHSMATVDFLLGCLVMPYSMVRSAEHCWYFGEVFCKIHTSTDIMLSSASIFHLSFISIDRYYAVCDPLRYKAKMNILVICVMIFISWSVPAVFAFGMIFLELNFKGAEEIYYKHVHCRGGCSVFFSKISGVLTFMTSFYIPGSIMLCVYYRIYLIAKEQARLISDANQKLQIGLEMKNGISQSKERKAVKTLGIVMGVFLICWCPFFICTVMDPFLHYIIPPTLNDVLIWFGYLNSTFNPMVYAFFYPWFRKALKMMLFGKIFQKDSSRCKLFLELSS
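Test system – hTAAR1-expressing CHO RD-HGA16 cells, Gα16-coupled · Also added – β-PEA at EC80 concentration, post-compound challenge · Compound – 3 µM, single point · Incubation – dye loading 75 min at 37 °C, then 30 min room temperature · Measured by – Fluo-8 intracellular calcium dye fluorescence, real-time kinetic reads · Benchmarks – vehicle and agonist controls · Replicates – singlicate, one well per test compound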
M5 antag – human M5 muscarinic receptor antagonists, primary screen, CHO cells, Fluo-8 calcium fluorescence; CHO-hM5 cells, ACh EC80; Muscarinic acetylcholine receptor M5 (Homo sapiens), P08912; inhibition, % at 3 µM; 360,000 compounds, 0.59% hits;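 active = inhibition above a per-plate cutoff, the mean of that plate's test compounds plus 3 SD, cut at about 27% in these data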;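 note: 0% = acetylcholine EC80 with DMSO and 100% = DMSO without agonist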
CHRM4 PAM – human M4 muscarinic receptor positive allosteric modulators, primary screen, CHO-K1 cells, Fluo-8 calcium fluorescence; 360,000 compounds, 0.4% hits; activation, % at 3 µM; CHO-K1 hM4/Gqi5, ACh EC20; 0% = ACh EC20, 100% = maximal ACh; Muscarinic acetylcholine receptor M4 (Homo sapiens), P08173;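 active = activation above its plate's cutoff, the mean activation of sample wells plus 3 SD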; note: some results filed as inactive read as strong as hits
Target sequence (P08173 whole entry, looked up): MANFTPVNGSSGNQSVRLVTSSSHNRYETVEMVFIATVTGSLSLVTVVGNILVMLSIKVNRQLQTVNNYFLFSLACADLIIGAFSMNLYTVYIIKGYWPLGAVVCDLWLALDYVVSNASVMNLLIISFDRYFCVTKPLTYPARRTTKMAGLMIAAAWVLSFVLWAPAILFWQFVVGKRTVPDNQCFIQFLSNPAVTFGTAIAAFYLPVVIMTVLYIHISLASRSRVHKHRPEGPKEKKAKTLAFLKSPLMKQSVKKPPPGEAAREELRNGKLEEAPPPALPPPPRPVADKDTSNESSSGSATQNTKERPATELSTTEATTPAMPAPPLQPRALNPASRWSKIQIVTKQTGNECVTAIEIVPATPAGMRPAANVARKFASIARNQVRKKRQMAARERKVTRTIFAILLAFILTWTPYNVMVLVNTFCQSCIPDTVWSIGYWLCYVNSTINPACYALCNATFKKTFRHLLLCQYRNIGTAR
CRFR2-BP antag – antagonists of CRF-BP/CRF-R2 complex, primary screen, cell-based, HEK293, calcium dye fluorescence, uHTS; inhibition, % at 11.8 µM; AID 588475, 2011; 350,000 compounds, 0.59% hits; CRF-induced calcium fluorescence;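 active = inhibition of the ligand-induced calcium signal above about 50% at the single tested concentration, limit read from the data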
CRFR2-BP ag – agonists of CRF-BP/CRF-R2 complex, primary screen, cell-based, HEK293, calcium dye fluorescence, uHTS. CRF-binding protein / CRF receptor 2 complex (human). calcium dye fluorescence (FLIPR); percent of saturating CRF peptide response. activation, % at 13.2 µM. 350,000 compounds, 0.46% hits;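 active = activation of at least 50%, plus an integration ratio under a set limit after plate pattern correction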;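 note: plate controls were neutral control wells without compound for no effect and CRF at EC100 for full effect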
CHRM5 agonist – human M5 muscarinic receptor agonists, primary screen, CHO-K1 cells, Fluo-8 calcium fluorescence; Muscarinic acetylcholine receptor M5 (Homo sapiens), P08912; CHO-K1 hM5 cells; 0% DMSO wells, 100% maximal acetylcholine response; activation, % at 3 µM; 360,000 compounds, 0.19% hits; AID 624037, 2012;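 active = activation above the run's mean over test compounds plus 3 SD, cut at about 23% in these data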;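 note: signal is peak over basal fluorescence ratio across the kinetic read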
CHO-K1 Ca PAM – nonselective calcium activators in parental CHO-K1 cells, primary screen, counter-screen for M1 PAM project, cell-based, Fluo-8 calcium fluorescence, full deck, 1536-well | ATP EC20; 0% at ATP EC20, 100% at ATP max | activation, % at 3 µM | 360,000 compounds, 0.02% hits | AID 602247, 2012;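 active = activation above the run cutoff, the mean activation of all test compounds plus 3 SD, cut at about 40% in these data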;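 note: peak over basal fluorescence ratio in a 140 s read after ATP addition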
TAAR1 ag – human TAAR1 agonists, primary screen, Fluo-8 calcium fluorescence, CHO RD-HGA16 cells | Trace amine-associated receptor 1 (Homo sapiens), Q96RJ0 | vehicle wells 0%, saturating PEA agonist 100% | activation, % at 3 µM | AID 624467, 2012 | 360,000 compounds, 0.99% hits;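 active = activation above the mean activation of all test compounds in the run plus 3 SD, cut at about 38% in these data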
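System: CHO-derived RD-HGA16 cells with stable Gα16 and human TAAR1. Times: 17-24 h plating, Fluo-8 75 min 37 °C, 30 min RT. Measured by: calcium-sensitive Fluo-8 signal, excitation 470-495, emission 515-575 nm. Read-out basis: % activation relative to PEA EC100 response. Control set: DMSO and PEA EC100. Repeats: no replicates (n 1).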
M5 PAM – human M5 muscarinic receptor positive allosteric modulators, primary screen, CHO-K1 cells, Fluo-8 calcium fluorescence. CHO-K1 hM5, ACh EC20 PAM; 0% = ACh EC20, 100% = ACh EC100. activation, % at 3 µM. 360,000 compounds, 0.3% hits;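 active = activation above the run cutoff, the mean activation of all test compounds plus 3 SD, cut at about 18% in these data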
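Replicates: One well per compound, no replicates | System: Human M5 receptor in CHO-K1 cells | Benchmarks: Low control EC20 acetylcholine (0%), high control EC100 acetylcholine (100%) | Probe or stimulus: Acetylcholine, EC20 level | Times: Fluo-8 loading 80 min at 37 °C plus 30 min room temperature | Signal: Intracellular calcium via Fluo-8 fluorescence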
Starred values were filed as active, the others as inactive; · = not tested or not shown.

SMILES	TAAR1 antag	M5 antag	CHRM4 PAM	CRFR2-BP antag	CRFR2-BP ag	CHRM5 agonist	CHO-K1 Ca PAM	TAAR1 ag	M5 PAM
COC(=O)[C@H](C)[C@@H]1C[C@@]1(C)[C@@H](NC(=O)OCc1ccccc1)c1ccccc1	29	5	0	2	1.8	-11	-14	14	-13
Cc1cc(C)n(-c2ccc(S(=O)(=O)N3CCOCC3)cc2[N+](=O)[O-])n1	-5	2	-6	11	-0.8	-1	9	0	3
CC(=O)CCc1oc2ccc(C)cc2c1-c1ccccc1	-24	6	12	0	-0.3	-4	7	2	-7
Cc1cc(C(=O)COc2cccc(-n3cnnn3)c2)c(C)n1-c1ccccc1	19	0	-17	40	-0.1	0	12	12	-7
Cc1cccc(C)c1-n1c(C)cc(/C=N\Nc2ccc([N+](=O)[O-])cn2)c1C	51*	13	-17	-24	8.0	-6	-2	15	-20
Cc1cc(C)cc(OCCCOc2cccc3cccnc23)c1	7	-8	11	10	4.8	-10	21	17	0
CC1Cc2cc(-c3csc(NC(=O)CCl)n3)ccc2N1C(=O)C1CC1 (centres undefined)	-9	2	9	0	-1.0	2	1	0	3
COc1ccc(N2CCCn3c2nc2c3c(=O)n(Cc3ccc(F)cc3)c(=O)n2C)c(OC)c1	-3	-5	12	33	-1.0	-4	-1	10	-1
Cc1cccc(NC(=O)c2sc(NC(=O)c3ccco3)c(C#N)c2C)c1C	-2	-8	4	2	7.3	3	-1	1	1
CCCC(NC(=O)c1ccc(Br)o1)c1nc2ccccc2[nH]1 (centres undefined)	-7	3	4	7	-0.8	0	-3	2	1
COC(=O)c1sc(NC(=O)COc2cccc(C)c2)nc1C	-3	-3	-2	-7	-1.5	-1	18	-1	0
Cc1cc(-c2ccc(C)c(S(=O)(=O)N3CCN(c4ccc(F)cc4)CC3)c2)on1	-1	12	-7	-10	3.1	-1	-5	-1	-3
O=C(CNC(=O)/C(=C/c1ccccc1)NC(=O)c1ccc(Br)cc1)OCc1ccccc1	18	4	6	-5	-1.0	-2	12	5	-6
Cc1noc(C)c1-c1ccc(C(=O)NCCC(F)(F)F)c2occc12	-16	-1	7	·	·	-2	7	-2	-5
C=CCn1c(C)cc(-c2csc(NC(=O)C3CCN(c4ncnc5sc(C)c(C)c45)CC3)n2)c1C	0	7	13	7	2.3	4	-8	0	-6

Entries of single compounds, looked up by structure:
Profile of Cc1cc(-c2ccc(C)c(S(=O)(=O)N3CCN(c4ccc(F)cc4)CC3)c2)on1 → TAAR1 antag = -1; M5 antag = 12; CHRM4 PAM = -7; CRFR2-BP antag = -10; CRFR2-BP ag = 3.1; CHRM5 agonist = -1; CHO-K1 Ca PAM = -5; TAAR1 ag = -1; M5 PAM = -3
Profile of C=CCn1c(C)cc(-c2csc(NC(=O)C3CCN(c4ncnc5sc(C)c(C)c45)CC3)n2)c1C → TAAR1 antag = 0; M5 antag = 7; CHRM4 PAM = 13; CRFR2-BP antag = 7; CRFR2-BP ag = 2.3; CHRM5 agonist = 4; CHO-K1 Ca PAM = -8; TAAR1 ag = 0; M5 PAM = -6

(listing goes on)
SMILES	TAAR1 antag	M5 antag	CHRM4 PAM	CRFR2-BP antag	CRFR2-BP ag	CHRM5 agonist	CHO-K1 Ca PAM	TAAR1 ag	M5 PAM
COc1cc(-c2nc3n(n2)C(c2ccncc2)C2=C(CCCC2=O)N3)cc(OC)c1OC (centres undefined)	2	0	-1	4	-0.1	-2	13	6	4
CC(=O)c1ccc(N2CCN(c3ccc(S(=O)(=O)N4CCN(C)CC4)cn3)CC2)cc1	-1	1	-3	6	4.0	6	14	5	-8
Cn1nccc1C(=O)Nc1nnc(C2CC2)s1	-23	16	7	-1	0.1	-4	6	2	-3
Cc1cc(C)cc(CSCC(=O)N/N=C/c2ccc(OCC(=O)NCc3ccco3)cc2)c1	·	-18	-2	-23	4.0	1	5	·	5
c1ccc2c(C3OCC4(CCCC4)CO3)cccc2c1	-27	4	11	3	5.3	1	18	0	-2
CN(CC(=O)Nc1ccc(F)cc1)C(=O)COC(=O)c1cccc(N(C)C)c1	-19	8	-1	2	-0.6	2	10	8	-11
CN(C)S(=O)(=O)c1ccc(N2CCCC2)c(C(=O)N2CCN(S(=O)(=O)c3ccc(F)c(F)c3)CC2)c1	6	9	-6	-2	0.1	-2	5	13	-10
N#CCSc1ncnc2sc3c(c12)CCC3	9	5	3	7	1.5	-4	16	0	-2
CC(=O)Oc1cc(OC(C)=O)c2c(=O)c(-c3ccc4c(c3)OCCCO4)c(C)oc2c1	-45	3	-12	14	-1.4	4	17	0	3
O=C(O)CCCNC(=O)/C(=C\C=C\c1ccccc1)NC(=O)c1ccccc1Cl	-2	6	-2	-24	2.6	0	1	1	-5
Cc1ccccc1NC(=O)CSc1nc2c(c(=O)n(C)c(=O)n2C)n1C	-17	5	1	3	0.4	0	3	0	2
CCCCn1cnc2c(oc3ccccc32)c1=O	-13	2	-7	-4	0.3	-3	4	15	-1
COc1cc(C)ccc1OCc1cc(C(=O)NC2CCOCC2)no1	-19	-2	1	7	2.7	0	10	3	0
COc1ccc(-c2csc3ncnc(N4CCN(c5ccccc5OC)CC4)c23)cc1	62*	4	-17	-28	0.5	-4	-3	1	-9
CCOC(=O)CC[C@H](NC(=O)Cn1cnc(C(=O)Nc2ccc(C)c(C)c2)n1)C(=O)OCC	-11	-3	11	1	-5.8	0	18	11	0
Cc1scc(C(=O)Nc2ccon2)c1-c1ccccc1	8	24	-20	20	-1.4	1	18	19	-15
COc1ccccc1N1CCN(CCCCNC(=O)c2ccc3ccccc3c2)CC1	-16	12	-9	-29	-0.3	2	18	6	-13
COc1ccc(Cl)cc1NC(=O)CCCn1c(=O)c2cccn2c2cccnc21	16	-5	0	4	0.1	-1	13	5	-3
Cc1nnc(SCc2cc(=O)[nH]c(N3CCN(C)CC3)n2)s1	18	7	11	11	1.2	-3	14	3	-7
Cc1ccc(C2C(C(=O)c3cc4ccccc4o3)=C(O)C(=O)N2c2cc(C)on2)cc1 (centres undefined)	-7	-21	3	19	-0.4	-2	11	0	13
Cc1cccc(C(=O)NCN2CCN(c3ccccc3C#N)CC2)c1	-17	5	-3	-8	1.6	-1	13	4	-5
CCSc1nc(O)c(C2OC(=O)c3c2ccc(OC)c3OC)c(=O)n1-c1ccccc1 (centres undefined)	-15	-1	5	8	0.2	-1	19	3	-3
O=C(CSc1ncn(-c2ccccc2)n1)Nc1ccc(Br)cn1	7	-6	2	-10	-0.2	-4	14	8	-1
CCOC(=O)C(CC)Sc1nnc(COc2ccc(C)cc2)n1-c1ccccc1 (centres undefined)	4	3	-6	8	0.1	-7	-4	24	-29
Cc1cc(C)c(C(O)c2ncc(-c3ccccc3C)[nH]2)c(C)c1 (centres undefined)	5	1	-5	·	·	-2	-5	3	-2
CCOc1ccc(S(=O)(=O)NCc2ccc(C)cc2)c2cccnc12	-33	-3	9	2	-3.7	-1	15	17	-2
COc1ccc(C(=O)NCC(=O)N2CCC(C)CC2)cc1OC	7	-1	-4	-10	0.2	-3	5	7	1
Cc1ccc(S(=O)(=O)Nc2cccc3ncccc23)cc1	8	-1	12	6	1.0	-1	11	1	-2
C=CCc1c(C)nc(SC)nc1Nc1ccc(C(=O)O)cc1	4	3	10	4	-0.8	-1	3	2	-3
COc1ccc(OCCCC(=O)Nc2cccnc2)cc1	10	-12	12	53*	-4.5	-1	15	-1	-1
CC(Nc1ccccc1)c1cc(Cl)ccc1O (centres undefined)	12	-19	-1	8	-1.0	-7	6	17	-2
Cc1cc(C)c(S(=O)(=O)N2CCCc3ccccc32)c(C)c1	21	8	-6	19	2.7	-3	13	4	-4
COc1ccccc1NC(=O)c1ccc(NS(=O)(=O)c2ccc(F)c(Cl)c2)cc1	7	17	-2	5	0.7	-3	10	0	-9
CCOC(=O)N1CCC(O)(c2cc(C)c(C)cc2C)CC1	7	-10	-6	-10	1.1	6	17	2	4
Cn1c(=O)[nH]c(=O)c2c1nc(N1CCN(Cc3ccccc3)CC1)n2CCCc1ccccc1	3	2	-4	-20	-3.1	-1	-16	3	-8
COc1cc2c(c(OC)c1OC)-c1ccc(SC)c(=O)cc1C(NC=O)CC2 (centres undefined)	-8	5	-1	-1	-2.4	5	6	1	-4
CC(C)(C)C(=O)NCc1ccc(C(=O)CSc2nnc3n2CCCCC3)s1	0	17	-5	-4	1.9	-2	6	1	-3
CSc1cccc(NC(=O)C(C)Sc2ccc(C)cc2)c1 (centres undefined)	-9	-3	-6	4	-0.2	-3	-7	2	2
COc1ccc(OC)c(C(=O)COC(=O)c2ccc(C)o2)c1	1	-1	8	-17	-3.3	-3	18	-4	3
CC1CCCCN1CCNC(=O)c1ccc2c(c1)N(Cc1cccc(Cl)c1)C(=O)c1ccccc1S2=O (centres undefined)	-15	9	-6	10	9.5	-8	-10	12	-6
CC(C)(C)c1nnc(NC(=O)CCn2cnc3ccccc3c2=O)s1	-2	2	5	0	-1.8	0	14	2	1
CCOc1ccc2ccccc2c1/C=N/NC(=O)c1ccc(C)nc1	-15	2	1	4	-0.8	-3	21	2	3
COC(=O)C1=CN(c2ccc(F)cc2)C=C(C(=O)OC)C1c1cccc([N+](=O)[O-])c1	31	10	4	4	-0.1	-1	15	2	-2
Cc1ccc(S(=O)(=O)N2CCN(c3ccccn3)CC2)cc1	4	16	-4	22	-6.4	-8	13	7	-12
C=CCn1ccc(O)c(Cc2ccc(Cl)cc2)c1=O	12	3	-6	4	-2.6	0	-23	1	-5
COCCNC(=O)C(=O)NCC1OCCN1S(=O)(=O)c1cc(F)ccc1F (centres undefined)	-9	4	6	2	-0.7	-3	-2	1	-1
Cc1ccc([C@H]2C(C(=O)O)=CC[C@@H](c3ccc(Cl)cc3)N2S(=O)(=O)c2ccc(C)cc2)cc1	66*	5	5	66*	5.7	-1	7	6	-5
Cc1cc(NC(=O)c2ccc(C#N)cc2)n(-c2ccccn2)n1	-15	-2	-3	10	-0.3	0	21	2	2
Cc1ccc(C)c(NC(=O)N2CCCCCC2)c1	-29	8	-1	-5	0.2	-6	-1	2	-1
CCCC1S/C(=N/N=C/c2cccs2)NC1=O (centres undefined)	0	2	-1	-3	-1.5	1	5	8	3
